GCN5L2 inh – inhibitors of human GCN5L2 histone acetyltransferase; Q92830; GCN5L2 HAT assay, ThioGlo1 CoA-SH fluorescence; Potency, µM (highest dose often 58.9 µM), without a hit: at the highest dose activity change, negative = inhibition, usual class: inhibitors; hit rate 0.21% among 390,000; AID 504327
Target sequence (Q92830 whole entry, looked up): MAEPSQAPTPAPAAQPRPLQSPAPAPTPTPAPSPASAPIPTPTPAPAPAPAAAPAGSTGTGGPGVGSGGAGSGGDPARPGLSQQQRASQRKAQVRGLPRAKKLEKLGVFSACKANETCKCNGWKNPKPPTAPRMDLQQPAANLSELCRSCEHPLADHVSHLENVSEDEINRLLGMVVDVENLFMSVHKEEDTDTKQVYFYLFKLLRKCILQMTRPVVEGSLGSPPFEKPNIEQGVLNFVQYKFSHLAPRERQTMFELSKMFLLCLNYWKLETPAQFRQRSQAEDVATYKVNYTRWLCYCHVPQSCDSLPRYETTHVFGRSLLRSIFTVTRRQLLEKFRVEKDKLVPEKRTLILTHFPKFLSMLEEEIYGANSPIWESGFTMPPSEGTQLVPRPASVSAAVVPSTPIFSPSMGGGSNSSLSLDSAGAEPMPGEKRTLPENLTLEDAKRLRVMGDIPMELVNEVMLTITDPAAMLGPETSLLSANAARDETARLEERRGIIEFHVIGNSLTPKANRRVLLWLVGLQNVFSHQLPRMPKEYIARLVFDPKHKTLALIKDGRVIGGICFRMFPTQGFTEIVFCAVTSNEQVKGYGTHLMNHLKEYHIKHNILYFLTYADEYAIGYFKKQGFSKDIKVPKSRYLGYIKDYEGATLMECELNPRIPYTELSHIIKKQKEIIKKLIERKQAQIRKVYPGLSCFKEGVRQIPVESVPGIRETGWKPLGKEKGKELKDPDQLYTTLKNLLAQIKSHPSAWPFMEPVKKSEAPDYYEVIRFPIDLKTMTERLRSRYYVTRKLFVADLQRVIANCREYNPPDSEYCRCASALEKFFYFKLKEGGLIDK
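Free CoA generated was detected with ThioGlo1 (50uM) fluorescence at Ex340nm/Em540nm, read immediately and after 20 min at room temperature. Enzyme, 20 nM in HEPES pH 7.5 buffer, saw compounds 15 min before adding 75uM H3(1-25) peptide and 70uM acetyl-CoA.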
TDP1 cell CPT – DT40-hTDP1 cell growth loss with CPT | chicken DT40 Tdp1-/-;hTDP1 cells + 20 nM CPT, ATP luminescence, 48 h | Potency, µM (titrated, usually from 46.2 µM), for the others: at the highest dose activity change, negative = growth inhibition, hits mostly inhibitors | AID 686979 | hit rate 12% among 420,000; note: nearly all actives have a fitted effect of over 55% in size
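Chicken DT40 Tdp1-/- cells stably complemented with human TDP1 were seeded at 400 cells/well in medium containing 20 nM camptothecin, exposed to pin-transferred compounds, and grown at 37 °C for at least 48 hr. Viability was read as ATP luminescence.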
FEN1 inh – blocks human flap endonuclease 1 | P39748 | Recombinant FEN1 flap cleavage, fluorescence, 15 min | Potency, µM (titrated, usually from 114 µM), for inactives: at the top dose activity change, negative = inhibition, hits mostly inhibitors | hit rate 0.35% among 390,000 | AID 588795; note: nearly all actives have a fitted effect of over 65% in size
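Reaction started by adding substrate (50 nM final) to 10 nM enzyme after 15 min room-temperature compound preincubation. Reads at 0 and 15 min, with data normalized and fitted to a four-parameter Hill equation.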
An asterisk follows results filed as active; ? = inconclusive; · = no result given; & = joins results of further samples; [ ] = another dose, or the depositor's remark. Calls come from the whole dose curve; as a rule, active = well fitted curve in the direction sought with a large enough effect; inconclusive = small, poorly fitted or top-dose-only effect, or another doubt; inactive = no such curve, though single readings can be large; an effect the other way counts as inactive or inconclusive. % is set by controls: 0 for no effect and ±100 for the full control effect; potency is the fitted concentration of half-maximal effect. Not all compounds are listed (hit frequency here may not be typical).

structure	FEN1 inh	TDP1 cell CPT	GCN5L2 inh
CC(C)(C)OC(=O)N1CCC(C(=O)Nc2cccc(C(=O)N3CCCC3)c2)CC1	-0.6%	-14.8%	·
O=C(O)c1ccc2c3n(nc2c1)-c1ccc(Cl)cc1CO3	-20.0%	-23.7%	2.8%
CCN1C(=O)CC(NNC(=O)c2ccccc2)C1=O (stereo unspecified)	-8.5%	4.4%	0.0%
O=C(c1cc(-c2ccc(O)cc2)on1)N1CCc2ccccc2C1	-20.5%	?	-10.7%
COc1cc2ccccc2cc1C(=O)Nc1ccccc1C	-1.5%	-16.1%	0.5%
N#Cc1ccc(Oc2cnccn2)cc1	0.7%	11.5%	-0.1%
Cc1ccc2oc3c(c(=O)c2c1)C(c1ccc([N+](=O)[O-])cc1)N(CCCN1CCOCC1)C3=O (stereo unspecified)	-8.3%	?	-2.0%
CCOc1ccccc1N1CCN(C(=S)Nc2ccc(S(=O)(=O)Nc3ncccn3)cc2)CC1	6.4%	-2.7%	1.5%
CCC(=O)N1CCc2cc(S(=O)(=O)CCC(=O)NCc3ccc(C)cc3)ccc21	-2.8%&-7.5%	?	-1.5%&1.3%
O=C(/C=C/c1ccccc1[N+](=O)[O-])Nc1cccnc1	-5.8%	-1.3%	22.4%
Cn1c2c(c(=O)[nH]c1=O)C(c1ccc(O)cc1)C1=C(N2)c2ccccc2C1=O (stereo unspecified)	-11.8%	10.3µM*	-19.8%
Cc1cccc(NC(=O)c2cc([N+](=O)[O-])ccc2NC2CCCCC2)c1	-18.6%	?	-21.3%
CCc1nnc(NC(=O)CSc2nnc(-c3ccccc3NC(=O)c3ccccc3)o2)s1	-3.8%	-22.5%	1.0%
COc1ccccc1-n1c(=O)c2c3c(sc2n2c(=S)[nH]nc12)CCC3	-2.0%	-14.9%	-1.5%
COc1ccc(OCC(=O)Nc2nnc(C)s2)cc1	0.6%	-2.8%	-6.0%
Cc1cc2nc3c(=O)n(C4CCCCC4)c(=O)[nH]c3nc2cc1N	?	17.7%	-14.1%
O=C(O)c1cccc2cccc(-c3c4ccc(=O)c(O)c-4oc4c(O)c(O)ccc34)c12	3.16µM*	10.3µM*	·
Cc1cc(C)nc(SCCc2ccncc2)n1	-2.9%	?	63.3%[activator]
COc1ccc(NC(=O)Nc2ccc3nc(C)c(C)nc3c2)cc1	2.1%	?	-3.0%
C1CC1Cc1noc(CN2CCN(CC3CC3)CC2)n1	2.6%	-3.8%	0.0%
O=C(COC(=O)c1ccc(Cl)nc1)Nc1cc(S(=O)(=O)N2CCCCC2)ccc1Cl	-10.8%	18.4µM*	-13.2%
CCN(CC)CCn1c(NC(=O)c2ccc(Cl)cc2)nc2ccccc21	-0.3%	?	-2.7%
Cc1ccc(NCc2nnc(SCC(=O)c3ccccc3)n2Cc2ccco2)c(C)c1	-17.1%	?	-12.0%
COc1ccc(OC)c(-c2cc(C(=O)N3CCN(c4ccccc4)CC3)no2)c1	-4.7%	?	-10.3%
Cc1cc(Cl)ccc1OC(C)C(=O)NCCCn1ccnc1 (stereo unspecified)	-0.7%	6.2%	-2.3%
CCc1cc(=O)oc2c(CN3CCN(C)CC3)c(O)ccc12	8.2%	18.0%	?
CCCc1nc2c(nnn2Cc2ccccc2F)c(=O)[nH]1	0.1%	-6.1%	1.2%
O=C(Nc1ccccc1N1CCCCC1)c1cccc(F)c1	-22.4%	-28.7%	-6.7%
Cc1ccc(-n2nc(C)c3c2OC(N)=C(C#N)C3c2cccs2)cc1 (stereo unspecified)	6.7%	-0.8%	-0.5%
Cc1c(C#N)c(O)n(C)c(=O)c1N=Nc1ccc(S(N)(=O)=O)cc1	-29.1%	?	-3.6%
CC(/C=N/NC(=O)c1nnn(-c2nonc2N)c1C)=C\c1ccccc1	5.9%	10.5%	0.7%
Nn1c(SCC(=O)NCc2ccccc2)nncc1=O	-2.5%	19.5%	2.2%
COc1ccc2oc(=O)cc(CN3CCOCC3)c2c1	-1.3%	-16.2%	-8.1%
O=C(CNc1ccc2ccccc2c1)N/N=C/c1ccc(OC(=O)/C=C/c2ccco2)cc1	-3.7%	?	-3.0%
CC(C)c1ccc(Nc2nc(CC(=O)O)cs2)cc1	1.7%	-27.4%	-2.7%
CC(=O)NC(=S)Nc1sc2c(c1C#N)CCCCC2	-1.2%	?	0.6%
COCCCN(CC(=O)Nc1ccc(N2CCOCC2)cc1)S(=O)(=O)c1ccc(C)cc1	4.1%	-4.2%	-6.9%
CC(=O)N(C)c1ccc(NC(=S)NCC(C)C)cc1	0.1%	-7.4%	3.2%
COc1ccc(NC(=S)NC(=O)/C=C/c2ccccc2)cc1	8.5%	?	-3.7%
O=C1Cc2ccccc2C(=O)N1Nc1ccccc1	-5.0%	?	·
Cc1cc(NC(=O)CSc2nc3ccccc3c(=O)n2Cc2ccc(F)cc2)no1	-13.2%	-3.0%	-1.8%
Nc1ncnc2c1ncn2C1CCCO1 (stereo unspecified)	-0.4%	2.9%	-2.6%&-3.8%
CC(C)(C)OC(=O)C[C@H]1C/C=C\C[C@@H](CC(=O)N(CCO)Cc2ccccc2)C(=O)NC[C@@H](c2ccccc2)OC1=O	12.7%	?	-12.8%
COc1ccc(Cl)cc1NC(=O)C1CC(c2ccccc2O)=NO1 (stereo unspecified)	-0.3%	3.3%	-6.7%
O=c1c(Br)c(NCc2ccccc2)cnn1-c1ccc(F)cc1	3.3%	-17.6%	-5.2%

Complete entries from above. Order of values: FEN1 inh, TDP1 cell CPT, GCN5L2 inh
Entry for `O=C1Cc2ccccc2C(=O)N1Nc1ccccc1` → -5.0%, ?, ·
Entry for `CC(=O)NC(=S)Nc1sc2c(c1C#N)CCCCC2` → -1.2%, ?, 0.6%
Entry for `Cc1cc(NC(=O)CSc2nc3ccccc3c(=O)n2Cc2ccc(F)cc2)no1` → -13.2%, -3.0%, -1.8%
Entry for `COc1ccc(Cl)cc1NC(=O)C1CC(c2ccccc2O)=NO1` (stereo unspecified) → -0.3%, 3.3%, -6.7%
Entry for `Nc1ncnc2c1ncn2C1CCCO1` (stereo unspecified) → -0.4%, 2.9%, -2.6%&-3.8%

Next records follow.
structure	FEN1 inh	TDP1 cell CPT	GCN5L2 inh
CC(C)CN1CCC2(CC1)CCN(C(=O)c1csnn1)CC2	·	-1.5%	21.9%
COc1ccc(-n2nc3c(c2NC(=O)C(=O)NCc2ccccc2)CSC3)cc1	2.0%	?	-6.9%
COc1ccc(-c2nc3ccccc3o2)cc1NC(=O)c1ccc(-c2ccc(C)c(Cl)c2)o1	11.9%	-11.8%	9.9%
O=C(COC(=O)C1CC(O)CN1S(=O)(=O)c1ccc(Cl)cc1)c1cccc(Cl)c1 (stereo unspecified)	-12.0%	2.4%	-4.6%
Cc1nnc(NC(=O)CSc2nnc(C(C)NC(=O)c3ccccc3F)n2C)s1 (stereo unspecified)	11.4%	2.3%	3.1%
CCOCCCNc1ccc(N2C(=O)C3CCCCC3C2=O)cc1[N+](=O)[O-] (stereo unspecified)	1.7%	?	3.4%
O=C(NC(CO)(CO)CO)[C@@H]1CCCN1S(=O)(=O)c1cccc2cccnc12	-0.6%	-8.2%	2.4%
CCCc1cc(=O)oc2cc(C)cc(OCC(=O)Nc3ccccn3)c12	12.8%	?	-11.2%
COc1ccc(C(=O)CSc2nnc(-c3ccccc3)o2)cc1	-5.4%	-19.8%	-2.6%
Cc1ccc(/C=N/NC(=O)c2ccncc2)cc1	-5.8%	5.6%	-5.7%
Cc1ccc(CSc2nnc(-n3c(=O)c(C#N)cc4c(=O)n5cccc(C)c5nc43)s2)cc1	-11.9%	6.6%	-3.1%
COc1cc(S(=O)(=O)N2CCN(c3ccccc3F)CC2)ccc1Cl	1.5%	-20.6%	-4.5%
Cc1cc(N(C)/N=C/c2ccccc2O)nc(-c2ccccc2O)n1	14.7%	5.8µM*	-6.4%
COc1ccccc1NC(=O)CN1CCN(CC(=O)Nc2ccc3c(c2)OCCO3)CC1	-4.1%	?	-1.5%
CCOC(=O)CNC(=O)CSc1cn(CC(=O)N2CCCCCC2)c2ccccc12	0.4%	1.4%	1.7%

The list goes on (2 carried over from the part before).
structure	FEN1 inh	TDP1 cell CPT	GCN5L2 inh
COc1ccccc1NC(=O)CN1CCN(CC(=O)Nc2ccc3c(c2)OCCO3)CC1	-4.1%	?	-1.5%
CCOC(=O)CNC(=O)CSc1cn(CC(=O)N2CCCCCC2)c2ccccc12	0.4%	1.4%	1.7%
CCN(CC)C(=O)CCSc1nnc(-c2ccco2)o1	12.6%	6.1%	-1.3%
Nc1nc(Br)c2c(F)cccc2c1-c1ccc(Cl)cc1	-4.3%	-14.2%	-2.3%
C=C(C)c1nc(N)nc(N)n1	0.0%	?	-1.6%
COc1ccc(N(CC(=O)NC2CCCCC2)C(=O)CNC(=O)c2ccco2)cc1OC	-5.7%	-1.5%	-0.6%
COc1ccc(S(=O)(=O)CCC(=O)O)cc1	0.8%	-1.7%	0.8%
Cc1nc2sc(C(=O)N(C)Cc3ccccc3)c(NC(=O)c3ccccc3)c2c(C)c1Cl	10.3%	?	-4.1%
COC(=O)c1cc2n(n1)CCN(Cc1cccc(OC)c1)C2=O	-3.1%	-1.0%	0.7%
CC(C)C(=O)NC(Nc1ccc(S(N)(=O)=O)cc1)C(Cl)(Cl)Cl (stereo unspecified)	8.1%	2.9%	-2.1%
COc1ccccc1N(CC(=O)Nc1ccccc1C(F)(F)F)S(=O)(=O)c1ccc(C)cc1	0.8%	?	-12.5%
CN(C)C/C=C/C(O)(c1ccccc1)c1ccccc1	2.6%	16.4%	-3.2%
CCOC(=O)Cn1c(=O)c2c(nc(N3CCOCC3)n2Cc2ccccc2)n(C)c1=O	-5.5%	?	-5.4%
CSc1nsc(SCC(=O)Nc2ccc(C(C)=O)cc2)n1	13.4%	2.2%	-5.7%
CCOC(=O)c1c(C)[nH]c(C)c1S(=O)(=O)N1CCC(C(=O)Nc2ccc(F)cc2F)CC1	0.4%	-3.4%	-10.4%
O=C(CNC(=O)C12CC3CC(CC(C3)C1)C2)Nc1ncccc1O	6.4%	-23.4%	-2.5%
O=C(CSc1nnc(CCCO)n1-c1ccccc1)NCCc1ccccc1	-2.9%	-13.8%	0.4%
CNc1nnc(C(F)(F)F)s1	12.0%	5.2%	-11.5%
COC(=O)/C(=N/Nc1ccc(C)cc1)N1CCCc2ccccc21	-21.1%	11.6µM*	0.8%
Cc1ccc(-c2cc(C(=O)N3N=C(C(F)F)CC3(O)C(F)F)c3ccccc3n2)cc1C (stereo unspecified)	-16.3%	18.4µM*	-16.2%
Cc1cc(C)cc(N(C(=O)c2csnn2)C(C(=O)NC(C)(C)C)c2ccccn2)c1 (stereo unspecified)	17.6%	-13.8%	2.0%
O=C(Nc1ccc(F)cc1F)c1cc2ncc(CCCl)cn2n1	3.3%	?	-7.1%
CCOc1ccc(CCNC(=O)c2c3c(nc4ccccc24)C(=O)N(C2CCCCC2)C3)cc1	-16.9%	16.4µM*	-0.1%
COc1ccc(N(C(=O)c2ccncc2)S(=O)(=O)c2cccc([N+](=O)[O-])c2)cc1	-7.0%	-15.7%	-3.8%
CC1CN(C)C(C)c2c1oc1ccc(N)cc21 (stereo unspecified)	0.0%	?	0.6%
Cc1ccc(C(C)NC(=O)c2c(-c3ccccc3)noc2C)cc1C (stereo unspecified)	-12.7%	?	-3.2%
C=CCN(CC=C)C(=S)NCCc1ccc(OC)c(OC)c1	-23.3%	-17.9%	51.9%[activator]
Cc1cccc(C2c3[nH]c4ccccc4c3CCN2C(=O)Cc2n[nH]c(C)n2)n1 (stereo unspecified)	-15.6%	1.2%	3.3%
COc1ccc(S(=O)(=O)Nc2ccc(S(=O)(=O)Nc3cc(C)nc(C)n3)cc2)cc1OC	3.7%	11.6%	-4.6%
O=S(=O)(NC1CCCC1)c1ccc(S(=O)(=O)N2CCCN(Cc3ccccc3)C2)cc1	-8.0%	-23.3%	-4.0%
CCCOc1ccc(Oc2nc(NC)nc(N3CCOCC3)n2)nn1	15.3%	?	-1.5%
CC(OC(=O)c1ccc(Br)o1)C(=O)NCC1CCCCC1 (stereo unspecified)	-1.1%	6.7%	1.8%
COC(=O)c1ccc(COC(=O)C2CCN(S(=O)(=O)c3ccccc3C(=O)OC)CC2)cc1	-9.5%	-15.7%	-3.6%

Compound activity from PubChem.
